Bioassay records: PubChem BioAssay, several laboratories
TWEAK-Fn14 inh = TWEAK-Fn14 signaling inhibition; TWEAK-stimulated Fn14 reporter cells, luciferase luminescence, 8 h; inhibition, % at 10 µM; AID 1159606; 360,000 compounds, 2% hits; in the data active = inhibition above about 50%
C8 TRAIL sens = caspase-8 TRAIL sensitization; NB7+C8 cells + TRAIL, ATPlite viability luminescence; inhibition (viability loss, TRAIL sensitization), % at 10 µM; 360,000 compounds, 1% hits; AID 624354;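 active = compounds causing at least 50% loss of cell viability in the single-dose screen, relative to plate controls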
TROY signal inh = TROY signaling inhibition. Q293 LMP1-TROYcd NF-kB luciferase reporter, 4 h. inhibition, % at 10 µM. 360,000 compounds, 0.98% hits. AID 1347056;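 active = compounds whose plate-normalised and pattern-corrected inhibition of the luciferase reporter signal at the single screening dose is 50% or more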
HIF-2a inh = inhibitors of HIF-2a; 360,000 compounds, 0.72% hits; AID 624352; inhibition, % at 18.8 µM; 786-0 RCC cells HIF-2a reporter, luciferase luminescence, overnight;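 active = inhibition of the luminescence signal of 40% or more relative to plate controls, in a single-dose primary screen at 18.75 µM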
Peg3 prom inh = Peg3 promoter activity inhibition; inhibition, % at 20 µM; HeLa PEG-Prom luciferase reporter, luminescence, overnight; 360,000 compounds, 1.7% hits;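 active = inhibition of at least 50% at 20 µM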
Shn3 3UTR inh = Schnurri-3 reporter inhibition in Clone20 osteoblasts. Clone20 osteoblast Shn3 3'UTR firefly luciferase, 24 h. inhibition, % at 12.5 µM. 360,000 compounds, 0.52% hits;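 active = mean inhibition of at least 75% with every replicate also reaching 75%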;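 also: 0% = median of neutral control wells and 100% = pilot-screen positive control compound; some compounds past the cut are filed as inactive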
MITF TRPM1 inh = MITF TRPM1 promoter inhibition in SK-MEL-5 cells; SK-MEL-5 TRPM1 promoter luciferase, 24 h; inhibition, % at 12.5 µM; 330,000 compounds, 0.83% hits;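 active = mean inhibition across replicates of 60% or more, whatever share of single replicates reaches that level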; also: values of inactives mirror those of a sister screen read the other way
KKLEB tox = CF airway cell cytotoxicity counter-screen; KKLEB CF airway cells viability, ATPlite luminescence, overnight; active compounds read low; cells stimulated with P. aeruginosa culture filtrate; activity change (cytotoxicity), % at 5 µM; 360,000 compounds, 0.36% hits; AID 602141;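 active = corrected activity change at or below -50% at 5 µM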
NR2E3 ag-1 = agonists of human NR2E3 nuclear receptor; Q9Y5X4; CHO-S Gal4-NCOR/VP16-NR2E3 two-hybrid, luciferase; inhibition of corepressor binding, % at 3.98 µM; 360,000 compounds, 0.35% hits; AID 602229;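 active = inhibition above the mean of all tested compounds plus 3 SD, cut at about 70% in these data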;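 also: 0% = DMSO with NR2E3 transfected cells and 100% = cells lacking NR2E3 construct; higher means lower luciferase signal from less NR2E3 corepressor binding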
Target sequence (Q9Y5X4 whole entry, looked up, the tested form may be a part): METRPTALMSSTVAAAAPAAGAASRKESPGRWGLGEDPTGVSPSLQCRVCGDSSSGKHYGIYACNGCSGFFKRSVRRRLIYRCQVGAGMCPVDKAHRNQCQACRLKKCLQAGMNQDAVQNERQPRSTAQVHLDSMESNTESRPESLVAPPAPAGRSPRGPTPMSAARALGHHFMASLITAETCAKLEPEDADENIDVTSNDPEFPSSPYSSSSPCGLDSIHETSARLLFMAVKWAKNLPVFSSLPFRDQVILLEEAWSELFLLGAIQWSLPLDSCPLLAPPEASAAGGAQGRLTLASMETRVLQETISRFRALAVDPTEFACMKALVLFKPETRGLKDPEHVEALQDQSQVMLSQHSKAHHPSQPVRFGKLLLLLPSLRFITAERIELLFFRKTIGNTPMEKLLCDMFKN
NR2E3 ag-2 = NR2E3 (human) agonism; GST-NR2E3/biotin-RetCOR TR-FRET, 1536-well; inhibition of corepressor binding, % at 4.78 µM; Q9Y5X4; 320,000 compounds, 0.12% hits; AID 2300;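 active = percent inhibition above the cutoff of mean plus 3 SD of all tested compounds, set per screening campaign, cut at about 20% in these data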;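 also: 0% = DMSO wells and 100% = biotin wells as full block of FRET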
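Material: NR2E3–RetCOR corepressor complex | Quantity: 1.35 nM GST-tagged NR2E3 final | Schedule: 5 h at 4 °C | Replication: Singlicate compound wells | Reagent: RetCOR corepressor, biotinylated, 7 nM | Controls: Biotin wells as high control, 0.6% DMSO wells as low control | Signal: TR-FRET, Eu(K)-anti-GST donor, streptavidin-D2 acceptor, ex 340, em 617/671 nm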
CF NFkB inh = inhibitors of cystic fibrosis induced NF-kB. 360,000 compounds, 0.86% hits. KKLEB NF-kB-GFP reporter, PAF-induced, GFP fluorescence overnight. AID 588850. inhibition, % at 5 µM;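 active = at least 50% inhibition at 5 µM, scaled per plate between neutral and stimulator controls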;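 also: PAF is a Pseudomonas aeruginosa culture filtrate used as stimulus; plate controls were PAF-stimulated DMSO wells for no effect and unstimulated DMSO wells for full effect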
* = called active by the depositor; / = not tested or not shown; & = joins results of further samples.

SMILES	TWEAK-Fn14 inh	C8 TRAIL sens	TROY signal inh	HIF-2a inh	Peg3 prom inh	Shn3 3UTR inh	MITF TRPM1 inh	KKLEB tox	NR2E3 ag-1	NR2E3 ag-2	CF NFkB inh
CCC/C=C1/CCCOC(C(=O)NCc2cc(C)n(C)n2)(C(F)(F)F)C1 (stereo not drawn)	-17	-2	-17	6	-2	-22	-4	13	11	0	-3
CCc1c(C)[nH]c(C(=O)OCc2ccccc2)c1C	-25	2	-99	-185	-142	-87	-26	-5	-89	/	10
O=C(O)CCCn1cc(NC(=O)c2cc(F)c(F)cc2Cl)cn1	4	0	-5	2	7	-7	-4	-7	-23	-2	-6
CC1CCCCC1NC(=O)COC(=O)CNC(=O)c1cccc(F)c1 (stereo not drawn)	5	3	-12	16	3	15	-9	7	2	0	-15
CSCCC1C(=O)OC2(C)CC(C)(C)NC(=S)N12 (stereo not drawn)	-24	10	24	20	-3	-2	2	7	-6	-5	6
CC(C)CCN1C(=O)C2(OCCCO2)c2cc(Cl)ccc21	14	-2	-3	11	8	12	12	4	-7	-2	10
O=C(NC(Cc1ccccc1)C(=O)O)C1CCCCC1 (stereo not drawn)	3	11	-2	-2	6	-3	4	11	-13	0	-9
CC(=O)Nc1ccc(S(=O)(=O)N2CCN(C(=O)c3ncoc3-c3ccccc3C)CC2)cc1	20	15	5	10	-29	17	3	6	-39	0	-12
Cc1nc2ncnn2c(N2CCN(C(c3ccccc3)c3ccccc3)CC2)c1C	-12	1	17	12	5	13	-7	3	7	-3	-10
O=C(N/N=C/c1cc([N+](=O)[O-])ccc1Cl)c1cc(-c2ccccc2)nc2ccccc12	0	4	17	12	8	-7	16	11	-42	2	5
CCOC(=O)C1=C(C)NC2=C(C(=O)CC(c3ccc(OC)c(OC)c3)C2)C1c1ccc(C)o1 (stereo not drawn)	12	-14	13	-16	22	-1	1	7	-9	4	-15
CCOC(=O)C1(CC)NC(c2ccco2)C2C(=O)N(c3ccc(C)cc3)C(=O)C21 (stereo not drawn)	-3	-5	-13	22	10	-12	-5	-1	13	-1	-2
CCc1ccc(CNC(=O)Cn2nc(-c3ccccc3)ccc2=O)cc1	11	-4	-19	8	-6	6	6	2	21	3	-18
CCN(CC)C(=O)c1sc(NC(=O)Cc2cccs2)c(C#N)c1C	4	-3	12	-2	11	-24	-6	-17	-2	2	7
COc1ccc(-n2nnc3c(=O)n(Cc4cc(C)ccc4C)cnc32)cc1	-1	4	-2	6	1	6	-3	-13	2	1	5
CSc1ccc(/C=N/NC(=O)COc2ccc(Br)cc2Cl)cc1	4	2	-13	1	5	14	1	4	7	-3	0
CCN(CC)C(=O)Cn1cc(S(=O)(=O)CC(=O)Nc2ccc(F)cc2)c2ccccc21	3	-19	-9	-7	4	7	12	-3	-42	2	19
COC(=O)C(Cc1ccc(O)cc1)NC(=O)c1ccc2c(c1)OCCO2 (stereo not drawn)	23	2	14	-68	-236	-25	-19	12	-6	-1	8
O=C(O)/C=C/C(=O)N(Cc1ccccc1)Cc1ccco1	-7	-2	8	4	-1	2	12	-18	-33	2	22
Cc1ccc(C(=O)NCC(=O)OCC(=O)c2ccc3c(c2)NC(=O)CO3)cc1	-6	1	-13	10	-2	0	1	3	-19	1	-11
O=C1NC2(CCCCCC2)C(=O)N1Cc1ccc(F)cc1Cl	5	-12	12	14	0	-2	-6	-6	8	0	5
COC(=O)c1ccc(C(=O)OC)c(NC(=O)CN2CCC(C)CC2)c1	-17	-2	3	14	-9	20	3	0	5	-4	-14
O=c1[nH]c2ccccc2n1CCC1CCCCC1	-13	0	-34	-170	-56	2	-29	-21	-75	3	14
COc1cc(OC)c2cc(C(=O)N/N=C/c3ccccc3O)[nH]c2c1	25	22	10	2	72*	89*	33	-3	-50	1	-2
Cc1cc2nc(SCC(=O)N(C)C)c3c(c2cc1C)CCCC3	36	5	12	9	3	30	22	4	42	3	2
O=[N+]([O-])c1cccc(/C=N/n2c(COc3ccccc3)n[nH]c2=S)c1	1	-12	16	11	0	-8	8	-3	-2	-1	-16
CC(=O)Nc1ccc(C2=CC(=O)C[C@H](c3ccc(Cl)cc3)C2)cc1	-15	13	-4	-19	-4	-12	-33	-2	9	1	-2
N#CC1(NC(=O)CSc2nnc(C3CC3)n2C2CC2)CCCCC1	9	3	8	1	-4	7	-6	-3	18	2	-7
FC(F)(F)c1cc(-c2cccs2)nc(-n2cc(Br)cn2)n1	10	8	-14	-7	5	3	1	1	14	0	0
CCN(CC)S(=O)(=O)c1cccc(NC(=O)COC(=O)c2n[nH]c(=O)c3ccccc23)c1	12	0	36	18	-5	19	10	-9	-10	3	2

The final 4 compounds of the section before lead into the next.
SMILES	TWEAK-Fn14 inh	C8 TRAIL sens	TROY signal inh	HIF-2a inh	Peg3 prom inh	Shn3 3UTR inh	MITF TRPM1 inh	KKLEB tox	NR2E3 ag-1	NR2E3 ag-2	CF NFkB inh
CC(=O)Nc1ccc(C2=CC(=O)C[C@H](c3ccc(Cl)cc3)C2)cc1	-15	13	-4	-19	-4	-12	-33	-2	9	1	-2
N#CC1(NC(=O)CSc2nnc(C3CC3)n2C2CC2)CCCCC1	9	3	8	1	-4	7	-6	-3	18	2	-7
FC(F)(F)c1cc(-c2cccs2)nc(-n2cc(Br)cn2)n1	10	8	-14	-7	5	3	1	1	14	0	0
CCN(CC)S(=O)(=O)c1cccc(NC(=O)COC(=O)c2n[nH]c(=O)c3ccccc23)c1	12	0	36	18	-5	19	10	-9	-10	3	2
COc1ccccc1NC(C)C(=O)Nc1ccc(C(C)=O)cc1 (stereo not drawn)	0	-19	-17	-8	2	7	5	5	0	-2	-3
Cc1ccc(NS(=O)(=O)c2cccs2)c(C)c1	27	0	-1	4	-2	-11	2	3	-35	0	-5
CC1(C)Cc2c(sc3nnn(CC(=O)Nc4ccccc4)c(=O)c23)CO1	-19	12	4	9	9	14	3	-3	4	2	11
CSc1nc2nccc(-c3ccc(Oc4ccccc4)cc3)n2n1	-18	-8	-16	-58	-17	9	-10	-1	-8	1	1
CC(NC1CCCCC1)C(=O)NN=C(c1ccccc1)c1ccccc1 (stereo not drawn)	-11	2	4	20	19	15	-14	-22	-20	0	14
CC(C)N(Cc1ccccc1)C(=O)COC(=O)C1CCN(S(=O)(=O)c2ccc3c(c2)OCCO3)CC1	-1	-17	-8	10	-2	-2	1	8	-4	-6	4
C=CCOC(=O)C1=C(C)NC(SC)=C(C#N)C1c1ccc(OCC)cc1 (stereo not drawn)	-5&6	-3&-2	-2&0	-4&4	31&12	7&15	6&-11	-11&-9	-21&-30	3	-15&1
CC1CCCCN1C(=O)C1CCCN(S(=O)(=O)c2cccc3nsnc23)C1 (stereo not drawn)	-5	-11	5	13	1	-18	2	1	-21	-3	-26
Cc1ccccc1CN1C(=O)c2ccccc2S1(=O)=O	16	-11	-1	3	1	10	-2	14	-20	-5	-2
C=CCN(C(=O)CNC(=O)c1ccco1)C(C(=O)NC1CCCCC1)c1cccnc1 (stereo not drawn)	10	4	-2	17	-9	-2	-13	-3	-18	5	2
CC(Sc1nc(N2CCOCC2)c2c(c1C#N)CC(C)(C)OC2)C(=O)Nc1ccccc1 (stereo not drawn)	-8	6	-12	11	13	8	0	-13	2	/	-5
COc1ccc(Cl)cc1-c1csc(N)n1	3	-5	-6	-16	-25	1	/	8	-9	4	-5
COc1cccc(OC)c1C(=O)NCC12CC3CC(C1)CC(CNC(=O)c1c(OC)cccc1OC)(C3)C2	-18	-1	-1	17	9	-5	3	14	3	3	7
O=C(O)c1cc(S(=O)(=O)N2CCCCC2)ccc1Cl	4	5	0	18	17	-5	5	-2	13	2	3
CC(=O)c1cccc(N(CC(=O)N2CCCCC2)S(C)(=O)=O)c1	-10	-5	-2	3	7	15	-11	-5	-11	2	-9
CSc1ccc(Cn2c(C)c(C(=O)NCc3cccc(Cl)c3)sc2=O)cc1	7	1	11	1	14	23	/	-1	5	/	5
COc1cc(CCC(=O)N2CCN(c3ccccc3Cl)CC2)cc(OC)c1OC	-2	5	-6	23	10	10	7	-11	-5	/	-1
Cc1c(C(=O)N(C)C)c2cc(Cl)ccc2n1O	1	-10	-22	12	8	1	3	-4	-12	0	-15
COc1cc(Cl)c(C)cc1NC(=O)COC(=O)CCc1nc2ccccc2c(=O)[nH]1	-11	-3	-55	6	1	-10	5	2	-30	4	8
Cc1sc2nc(-c3cccs3)oc(=O)c2c1C	14	0	-23	-128	-42	-9	-17	-22	-46	0	5
COc1ccc2[nH]c(=O)c(CN(CCCN3CCOCC3)C(=O)NCc3ccccc3)cc2c1	-9	2	-10	11	12	-22	3	-1	-20	-1	-4
O=C(NCCc1nc2ccccc2[nH]1)/C(=C/c1ccc2c(c1)OCO2)NC(=O)c1ccc(Cl)cc1Cl	27	-15	19	-5	37	4	18	-5	-9	0	1
CS(=O)(=O)N1CCCCC1c1cc(C(=O)NCc2ccccc2)no1 (stereo not drawn)	18	-5	-1	8	-15	-26	/	4	-9	/	-3
CN(Cc1ccccc1)C(=O)c1ccc2c(c1)OCO2	-1	-1	-7	-4	19	2	-4	-8	-8	1	-4
COc1cc(/C=N/Nc2nc3ccccc3[nH]2)cc(OC)c1O	50	4	11	-3	-44	6	12	1	12	-8	-1
CCOc1ccc(NC(=O)CN(C)C(=O)Cc2sc(C)nc2-c2ccc(F)cc2)cc1OCC	8	-8	10	3	-12	1	3	4	-8	3	-14
CCC(=O)Nc1ccc2c(c1)ncn2-c1ccccc1C	-19	1	-15	-7	-13	-6	7	6	1	1	-1
C=CCn1c(SCC(=O)N(CC)C2CCS(=O)(=O)C2)nc2ccccc2c1=O (stereo not drawn)	2	-12	19	2	7	12	7	4	6	5	-18
Fc1ccc(-c2csc(Nc3ccccn3)n2)c(F)c1	42	57*	9	-199	-265	-22	-12	-23	-221	0	15
O=C(CSc1ccccn1)Nc1nc2ccc(Br)cc2s1	17	-1	-54	-112	-80	-32	-6	11	-14	2	-14
O=C(O)CN1C(=O)/C(=C\c2ccccc2OCc2ccc(Cl)cc2Cl)SC1=S	97*	-17	80*	66*	55*	36	3	11	40	-1	-20
C=CCc1ccc(OCCCN2CCCC(C)C2)c(OC)c1 (stereo not drawn)	-6	-11	-15	-23	-13	-1	-6	-13	-23	2	-7
Cc1ccc(OCC(=O)Nc2nnc(S(=O)(=O)N3CCCCC3)s2)cc1	4	2	-1	11	-3	-8	-7	0	27	1	0
Cn1nccc1C(=O)OCC(=O)Nc1ccccc1Cl	-7	8	-8	0	5	-6	5	2	-1	/	-2
CC1CC1C(=O)N(C)CC(=O)Nc1ccc(Cl)c(C(F)(F)F)c1 (stereo not drawn)	-5	0	-16	10	10	7	0	-9	1	-2	5

Not all compounds are listed; rates above refer to the full screens.
